# uPA surface inh: qHTS for Inhibitors of Cell Surface uPA Generation. cell surface uPA generation assay, qHTS. Potency, µM (series often up to 38.3 µM), for the others: at the highest dose activity change, negative = inhibition, usual class: inhibitors. 0.31% of 330,000 active. AID 540303, 2011; active = well fitted inhibition curve with a large enough effect; inconclusive = small, poorly fitted or top-dose-only effect; inactive = no such curve, though single readings can be large or run the other way; tested in mouse RAW 264.7 cells; also: potency is read from the fitted curve at half-maximal effect; % is scaled to controls: 0 for no effect and ±100 for the full control effect; nearly all actives have a fitted effect of over 55% in size
# Tb PFK inh: qHTS Assay to Find Inhibitors of T. brucei phosphofructokinase. AID 485367, 2010. T. brucei PFK, ADP-Glo luminescence. Potency, µM (doses to about 57.5 µM), for the others: at the top dose activity, negative = inhibition, usual class: inhibitors. ATP-dependent 6-phosphofructokinase (Trypanosoma brucei brucei), O15648. 0.17% of 330,000 active;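 also: potency is read from the fitted curve at half-maximal effect; 0% = uninhibited 1x PFK enzyme wells and -100% = no-enzyme wells; nearly all actives have a fitted effect of over 60% in size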
#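 PFK 1.25 nM, F6P 0.5 mM, ATP 0.1 mM, 0.1 M TEA pH 8.0, 5 mM MgCl2, 0.01% Tween20, 0.1% BSA; 45 min RT. ADP-Glo readout. qHTS titration up to 57 uM; curves fitted, compounds curve-classed.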
# Giardia killer: Small Molecules that selectively kill Giardia lamblia: qHTS. Giardia lamblia trophozoite viability. activity change, % at 7.66 µM, hits read low. 0.15% of 340,000 active; in the data active = activity change below about -80%; inconclusive = between about -30% and that limit;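 also: parasites exposed to compound for two days anaerobically before the ATP read; % is scaled to controls: 0 for no effect and ±100 for the full control effect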
#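 Compounds were tested on trophozoites seeded at 100 cells/well and held 48 hrs at 37 deg C anaerobically. An ATP-based luminescent kit measured the remaining live cells.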
# FBPA coupling cs: qHTS Assay for Inhibitors of Fructose-1,6-bisphosphate Aldolase from Giardia Lamblia: Coupling assay counterscreen | activity change, negative = inhibition, % at 58.2 µM, hits read low | 0.67% of 290,000 active | coupling enzyme system counterscreen, AmpLite Red fluorescence; in the data active = activity change below about -30%; also: % is scaled to controls: 0 for no effect and ±100 for the full control effect
#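 First, compound is pin-transferred into glyceraldehyde-3-phosphate coupling-enzyme reagent at 57.5 uM final and held 10 min at RT. Next, substrate, coupling system and AmpLite Red are added. After 20 min RT, fluorescence (525/598 nm) is read.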
# KCNH2 3.1 block: qHTS for Inhibitors of KCHN2 3.1: Mutant qHTS | activity change, % (tested at about 1.8 µM) | Potassium voltage-gated channel subfamily H member 2, brain isoform KCNH2 3.1 (human) | 0.95% of 340,000 active | U2OS KCNH2 3.1, thallium flux FluxOr; hits give low values | AID 720553, 2013;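 active = maximum activity change below -70%; inconclusive = maximum activity change from -70% to -50%; inactive = maximum activity change above -50%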;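 also: thallium influx rate constant from kinetic fluorescence after stimulation buffer; % is scaled to controls: 0 for no effect and ±100 for the full control effect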
#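 Measured as rate of thallium-driven FluxOr signal in transduced U2OS cells carrying the 3.1 channel, read kinetically for 2 min upon stimulation; values are rate constants scaled to DMSO control wells.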
# Rab9 promoter act: qHTS Assay for Rab9 Promoter Activators. Huh7 Rab9 promoter-luciferase reporter, luminescence, 24 h. AID 485297, 2010. 2.8% of 320,000 active. Potency, µM (highest dose often 9.22 µM), inactives show at the highest dose activation, negative = inhibition, usual class: activators; also: potency is read from the fitted curve at half-maximal effect; % of control where 0% means no effect; nearly all actives have a fitted effect of over 60% in size
#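 Luminescence read-out: Huh7 cells stably expressing Rab9-luciferase, treated 24 h with compound at 37 °C, then lysed with luciferase reagent for 10 min at ambient before reading.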
# ELG1 genotox: qHTS screen for small molecules that induce genotoxicity in human embryonic kidney (HEK293T) cells expressing luciferase-tagged ELG1 | HEK293T ELG1-luciferase reporter, luminescence, 16 h | 1.3% of 330,000 active | Potency, µM (doses to about 46 µM), without a hit: at the top dose activity change, positive = activation, actives largely listed as activators; also: potency is read from the fitted curve at half-maximal effect; % of control where 0% means no effect; nearly all actives have a fitted effect of over 60% in size
#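 HEK293T cells expressing luciferase-tagged ELG1 were treated with compound or DMSO for 16 hr at 37°C. Luciferase activity was then read after 30 min with ONE-Glo at room temperature; rising signal flags genetic stress.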
# FLuc modulator: qHTS profiling assay for firefly luciferase inhibitor/activator using purifed enzyme and Km concentrations of substrates (counterscreen for miR-21 project); Potency, µM (highest dose often 57.5 µM), inactives show at the highest dose activity change, negative = inhibition, actives largely listed as inhibitors; 6.9% of 360,000 active; Luciferin 4-monooxygenase (Photinus pyralis), P08659; purified FLuc, Km substrates, luminescence inhibition;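 also: potency is read from the fitted curve at half-maximal effect; plate controls were vehicle for no effect and reference inhibitor for full effect; nearly all actives have a fitted effect of over 55% in size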
# Target sequence (P08659 whole entry, looked up): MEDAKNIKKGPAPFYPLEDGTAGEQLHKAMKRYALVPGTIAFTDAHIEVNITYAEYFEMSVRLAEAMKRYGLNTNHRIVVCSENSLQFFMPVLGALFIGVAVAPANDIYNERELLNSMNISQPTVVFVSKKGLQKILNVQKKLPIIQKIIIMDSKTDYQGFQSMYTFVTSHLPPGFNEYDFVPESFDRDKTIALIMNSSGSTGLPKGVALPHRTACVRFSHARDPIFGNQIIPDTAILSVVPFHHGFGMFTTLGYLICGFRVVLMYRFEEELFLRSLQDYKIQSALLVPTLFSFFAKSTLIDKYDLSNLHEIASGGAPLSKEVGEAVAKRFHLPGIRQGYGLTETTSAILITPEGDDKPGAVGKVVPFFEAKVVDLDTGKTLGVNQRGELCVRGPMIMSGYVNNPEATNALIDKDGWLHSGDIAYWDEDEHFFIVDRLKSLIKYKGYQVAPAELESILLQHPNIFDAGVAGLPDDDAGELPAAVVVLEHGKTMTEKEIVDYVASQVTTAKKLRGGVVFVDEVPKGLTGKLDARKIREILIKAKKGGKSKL
#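 Purified P. pyralis luciferase (10nM final) with 10uM D-luciferin and 10uM ATP (Km levels) in 50mM Tris acetate pH 7.5, 10mM Mg acetate, 0.01% Tween-20, 0.05% BSA; qHTS 6-point titration, ~60 µM downward; luminescence read.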
# VP16 counter: VP16 counterscreen qHTS for inhibitors of ROR gamma transcriptional activity. Drosophila S2 Gal4-VP16 UAS-luciferase, luminescence, 20 h. Potency, µM (highest dose often 53.6 µM), for the others: top-dose activity, negative = inhibition, hits mostly inhibitors. 3.5% of 310,000 active. AID 2546, 2010;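 also: Gal4-VP16 expression switched on by copper sulfate through the metallothionein promoter; potency is read from the fitted curve at half-maximal effect; % is scaled to controls: 0 for no effect and ±100 for the full control effect; nearly all actives have a fitted effect of over 50% in size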
# RORg inh: qHTS for inhibitors of ROR gamma transcriptional activity | Nuclear receptor ROR-gamma (Mus musculus), P51450 | Drosophila S2 Gal4-RORgamma UAS-luciferase reporter, 20 h | Potency, µM (top dose mostly 53.6 µM), for the others: top-dose activity change, negative = inhibition, usual class: inhibitors | 5.4% of 310,000 active | AID 2551, 2010; also: potency is read from the fitted curve at half-maximal effect; % is scaled to controls: 0 for no effect and ±100 for the full control effect; nearly all actives have a fitted effect of over 60% in size
# Target sequence (P51450 whole entry, looked up, the tested form may be a part): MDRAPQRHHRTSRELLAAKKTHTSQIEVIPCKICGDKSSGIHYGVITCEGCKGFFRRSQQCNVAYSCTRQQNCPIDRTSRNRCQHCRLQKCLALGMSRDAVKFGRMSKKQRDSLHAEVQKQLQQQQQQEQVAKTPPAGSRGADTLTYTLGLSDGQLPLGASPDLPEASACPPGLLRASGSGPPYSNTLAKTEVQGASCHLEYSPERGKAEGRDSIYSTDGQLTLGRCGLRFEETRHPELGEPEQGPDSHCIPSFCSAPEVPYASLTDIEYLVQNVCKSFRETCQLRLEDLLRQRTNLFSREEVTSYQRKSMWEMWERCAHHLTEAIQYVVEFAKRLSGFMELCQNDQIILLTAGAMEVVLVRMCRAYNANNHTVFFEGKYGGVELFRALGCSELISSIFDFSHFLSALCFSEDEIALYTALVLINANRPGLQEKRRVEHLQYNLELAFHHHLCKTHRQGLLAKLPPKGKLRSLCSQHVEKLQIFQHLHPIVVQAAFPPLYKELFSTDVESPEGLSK
#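 Drosophila Schneider cells stably carrying a metallothionein-driven Gal4 DBD–ROR gamma fusion and a UAS-Photinus luciferase reporter were exposed to compound for 1 hr, then induced with copper sulfate (700 uM final) for 20 hr at ambient temperature before luminescence reading.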
# NPC1 promoter act: qHTS Assay for NPC1 Promoter Activators. Huh7 NPC1 promoter luciferase reporter, 24 h. Potency, µM (top dose mostly 9.22 µM), for the others: at the highest dose activation, most hits filed as activators. 2.4% of 320,000 active. AID 485313, 2010;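 also: potency is read from the fitted curve at half-maximal effect; % of control where 0% means no effect; nearly all actives have a fitted effect of over 60% in size; reporter is driven by a mutant NPC1 promoter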
#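 Readout is luciferase luminescence, reflecting NPC1 promoter activation in stably transfected Huh7 cells after 24 h compound exposure at 37 °C in reduced-serum medium with 10% FBS.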
# The depositor's hits bear a star; u = inconclusive; x = no result given; & = joins results of further samples; [ ] = remark or other dose. Unless noted, calls follow the shape of the dose curve; as a rule, active = well fitted curve in the direction sought with a large enough effect; inconclusive = small, poorly fitted or top-dose-only effect, or another doubt; inactive = no such curve, though single readings can be large; an effect the other way counts as inactive or inconclusive.
molecule	Tb PFK inh	Giardia killer	uPA surface inh	RORg inh	FBPA coupling cs	KCNH2 3.1 block	VP16 counter	FLuc modulator	Rab9 promoter act	NPC1 promoter act	ELG1 genotox
O=C(CSc1nnnn1C1CCCC1)c1ccc2c(c1)OCCO2	0%	10	0%	u	-1	22	u	0.76µM*	0.63µM*	1.1µM*	15%
Cc1nc(NCCO)c(C#N)c2c1COC(C)(C)C2	-2%	20	-1%	-25%	2	2	-9%	1%	-3%	0%	1%
CCCN(C(=O)/C=C/c1ccco1)c1c(N)n(Cc2ccccc2)c(=O)[nH]c1=O	-3%	-13	2%	-9%	0	3	-2%	-3%	-8%	-3%	1%
Cc1ccc(C(=O)N/C(=C/c2ccco2)C(=O)NCC2CCCO2)cc1 (stereo unspecified)	-1%	10	0%	28%	4	-6	1%	-2%	-2%	-1%	-1%
O=C1CCCc2ccccc2N1Cc1c(Cl)cccc1Cl	-1%	8	0%	1.8µM*	8	-4	u	3%	-1%	-5%	-5%
CCOC(=O)c1ccc(N2C(=O)C3CC=C(C)CC3C2=O)cc1 (stereo unspecified)	-3%	-9	9%	-1%	2	-38	7%	-1%	1%	-2%	4%
CC(=O)N1CCCN(Cc2cn(-c3ccc(C)cc3)nc2-c2ccc(F)cc2)CC1	-1%	-24	1%	3%	1	-26	-7%	u	1%	-6%	0%
CC1CCN(C(c2ccc(N(C)C)cc2)c2nnnn2C(C)(C)C)CC1 (stereo unspecified)	-6%	-2	3%	1%	1	-1	-8%	-2%[2.3 µM]	-3%	-1%	-1%
CCOC(=O)Oc1ccc(C(=O)OCCCN(C)C)cc1OC	0%	22	-3%	-3%	1	-13	-11%	5%	-1%	-3%	1%
COc1ccc(NC(=O)Cn2nc(C(F)(F)F)c3c2CCCC3)cc1OC	-8%	-1	x	u	4	11	-2%	4%&5%	-12%	-3%	-8%
CCC1(C)NC(=O)N(CC(=O)Nc2sc3c(c2C(N)=O)CCC3)C1=O (stereo unspecified)	-15%	-3	37%[activator]	22%	-1	0	-3%	-8%	3%	-1%	-3%
COc1cccc(C(c2c(C)[nH]n(-c3ccccc3)c2=O)c2c(C)[nH]n(-c3ccccc3)c2=O)c1O	-1%	-4	-5%	-37%	x	8	-11%	-1%	0%	-4%	4%
Cc1ccc(SCC(=O)OCC(=O)NCCc2ccccc2)cc1C	-1%	29	0%	x	x	-7	x	-10%	-2%	-4%	1%
O=C1NC2C(NC(=O)N2C2CCCCC2)N1C1CCCCC1 (stereo unspecified)	0%	-18	-1%	16%	5	8	1%	3%	0%[1.84 µM]	-6%	-6%
O=C(CN1C(=O)c2ccccc2S1(=O)=O)NCCSCc1cccc(Cl)c1	-7%	5	0%	-2%	-9	14	-6%	-1%	0%	2%	3%
Cc1cc(Nc2cccc(F)c2)n2ncnc2n1	-1%	0	-5%	-10%	0	-14	3%	-2%	-2%	0%	5%
CN(C)S(=O)(=O)c1ccc(N=Cc2c(C(F)(F)F)[nH][nH]c2=O)cc1	-21%	-5	9%	-12%	1	0	-7%	3%	4%	-10%	-9%
COc1cccc(/C=N/NC(=O)CN(C2=NS(=O)(=O)c3ccccc32)c2ccccc2)c1	1%	1	-1%	37%	-1	0	-11%	-2%	-7%	-4%	-2%
Cc1ncsc1C(=O)N1N=C2/C(=C/c3ccccc3)CCCC2C1c1ccccc1 (stereo unspecified)	0%	-8	-1%	-5%	0	-14	-22%	-2%	-3%	-4%	-16%
CCN(CC)S(=O)(=O)c1ccc(C(=O)OCC(=O)NCCN2C(=O)CSC2=O)cc1	3%	2	-16%	-19%	3	-18	4%	-1%	20%	16%	8%
c1ccc(-c2noc(COc3ccc4c(c3)OCO4)n2)cc1	1%	-5	0%	1%	4	-2	-14%	2.1µM*	2.8µM*	4µM*	9.2µM*
C=CCn1c(SCC(=O)N(C)CC(=O)Nc2ccc(C)cc2)nnc1-c1ccncc1	0%	-13	3%	x	x	-15	x	x	x	x	0%
COc1ccc(-c2csc(/C(C#N)=C/Nc3cc4oc5ccccc5c4cc3OC)n2)cc1	-1%	12	0%	-4%	2	6	-1%	3%	3%	0%	3%
Cc1cc2cc(CNC(=S)Nc3ccc(OC(F)F)cc3)ccc2n1C	6%	2	-2%	-27%	-6	-11	-4%	6%	2%	1%	2%
Cc1ccc(-c2[nH]ncc2/C=C(\C#N)C(=O)NC2CCCCC2)cc1	-2%	10	-2%	-31%	-7	10	u	0%	-4%	-3%	-6%
O=C(CN1C(=O)NC2(CCCCC2)C1=O)NNC(=O)C1CC1	4%	-13	-19%	x	x	18	x	1%	-1%	0%	0%
CCc1ccccc1NC(=O)CC1S/C(=N\c2nccs2)N(CC)C1=O (stereo unspecified)	0%	-12	x	-33%	0	3	-2%	-2%	12%	-1%	-2%
O=C(CN1C(=O)NC2(CCCCCC2)C1=O)Nc1ccc(Cl)cc1Cl	-1%	-3	u	x	x	0	x	3%	-5%	-6%	2%
CNC(=S)Nn1cnc2ccccc21	0%	1	0%	-32%	-2	0	-4%	0%	-3%	-13%	0%
COc1ccc2c(c1)sc(N)[n+]2Cc1cc(C)cc2cccnc12	-2%	16	-9%	22%	4	-77*	-17%	1%	-13%	-24%	-1%
COc1ccc(/C=N/NC(=O)C(=O)NCc2cccnc2)cc1OC	-4%	-8	-9%	-2%	0	-8	1%	0%	-6%	-4%	0%
CCN1CCN(Cc2nc3cc(NC(=O)COc4ccc([N+](=O)[O-])cc4)ccc3n2C)CC1	-22%	39[activator]	0%	-1%	x	9	-2%	0%	-5%	-3%	-4%
C=C[C@@]1(C)CC(=O)[C@]2(O)[C@@]3(C)[C@@H](O)CCC(C)(C)[C@@H]3[C@H](O)[C@H](OC(C)=O)[C@@]2(C)O1	x	8	-9%	5%	x	-3	-7%	x	x	x	x
CC(=O)NC(C)C12CC3CC(CC(C(=O)O)(C3)C1)C2 (stereo unspecified)	-3%	0	x	4%	1	2	-2%	-1%	-2%	-2%	-1%
COc1cccc(N(CC(=O)NCc2cccnc2)S(C)(=O)=O)c1	-2%	2	4%	-7%	1	9	-5%	2%	-7%	1%	1%
C=CCN(CC=C)S(=O)(=O)c1ccc2nsnc2c1	-7%	-20	-7%	14%	0	8	11%	-2%	2%	0%	-10%
CCCCCC(=O)N1CCCC1	2%	-2	4%	0%	2	5	-3%	-1%	-3%	0%	1%
CCCc1nc(SCC(=O)N2CCN(c3ccccc3)CC2)c2c(=O)n(C)c(=O)n(C)c2n1	0%	-15	23%	u	3	0	-2%	3%	-6%	-7%	-9%
COc1ccc(CC(=O)NNC(=O)COc2ccc3ccccc3c2)cc1	-23%	-18	10%	-4%[10 µM]	3	19	0%	1%	-12%	1%	0%
CC(Sc1nnc(-c2ccccc2F)n1C1CC1)C(=O)NC(N)=O (stereo unspecified)	-1%	-5	3%	-9%	1	-2	-3%	3%	12%	0%	1%
COc1cc(OC)cc(-c2c(C#Cc3ccsc3)c3cc(-c4ccc(SC)cc4)ccc3n2C)c1	7%	13	-2%	x	x	-12	x	x	x	x	1%
CCN1CCN(C(=O)N[C@@H](C(=O)N[C@@H]2C(=O)N3C(C(=O)O)=C(CSc4nnnn4C)CS[C@H]23)c2ccc(O)cc2)C(=O)C1=O	4%	15	-1%	x	x	-2	x	7%	2%	-2%	4%
CCc1cccc(CC)c1NC(=O)CCCSc1nc2ccccc2s1	-2%	9	2%	u	8	-23	-11%	-1%	-3%	-1%	-5%
O=C(Nc1ccnn1C1CCN(Cc2ccc(CO)o2)CC1)c1ccc2c(c1)OCO2	1%	-10	12%	14%	0	4	0%	5%	0%	-3%	3%
CS(=O)(=O)N1CCN(c2ccc(C(=O)N3CCOCC3)cc2[N+](=O)[O-])CC1	1%	-3	4%	22%	0	3	-4%	5%	-3%	0%	0%
CCOC(=O)N1CCN(C(=O)c2c[nH]c3ccc(S(=O)(=O)N(C)c4ccccc4C)cc3c2=O)CC1	1%	-19	3%	37%	8	1	11%	1%	3%	0%	1%

# High-throughput results from PubChem.
